FID counter: counter-screen for HCV NS3 helicase inhibitors: DNA intercalator displacement. DNA fluorescent intercalator displacement, fluorescence. inhibition, % at 7.9 µM. 290,000 tested, 0.17% active. AID 1845; in the data active = inhibition above about 37%;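 note: 0% = vehicle and 100% = reference compound; higher means more ethidium bromide displaced from hairpin DNA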
UBC9 SUMO inh: inhibitors of human SUMOylation (UBC9); HTRF SUMOylation assay, SAE1/SAE2 + UBC9, in vitro; P63279; 290,000 tested, 0.36% active; inhibition, % at 35 µM; AID 2006; in the data active = inhibition above about 50%, passing the limit was not always enough; note: strong numbers were not always called active
Target sequence (P63279 whole entry, looked up): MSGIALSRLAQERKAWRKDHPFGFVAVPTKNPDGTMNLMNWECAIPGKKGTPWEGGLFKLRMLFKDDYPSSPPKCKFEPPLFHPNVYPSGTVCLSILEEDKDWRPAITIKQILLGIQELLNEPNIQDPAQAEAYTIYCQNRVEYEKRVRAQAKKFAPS
CRFBP-R2 agonist: CRF-BP/CRF-R2 complex agonism; 350,000 tested, 0.46% active; activation, % at 13.2 µM; HEK293 CRF-R2/CRF-BP, calcium dye fluorescence (FLIPR); percent of saturating CRF peptide response;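 active = activation of at least 50%, plus an integration ratio under a set limit after plate pattern correction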;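 note: plate controls were neutral control wells without compound for no effect and CRF at EC100 for full effect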
GalR3 antagonist: blocks the human galanin receptor 3; O60755; HEK293 GalR3-CNG cAMP membrane potential fluorescence; galR3 body fused to GalR1 C-terminus; inhibition, % at 3 µM; 360,000 tested, 0.44% active;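 active = inhibition above the screen-wide average plus 3 SD, cut at about 13% in these data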;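 note: forskolin and galanin both at EC90 stimulate the cells; cAMP rise reported by CNG channel membrane potential dye signal; 0% = forskolin plus galanin with DMSO and 100% = forskolin alone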
Target sequence (O60755 1-299 limits assumed): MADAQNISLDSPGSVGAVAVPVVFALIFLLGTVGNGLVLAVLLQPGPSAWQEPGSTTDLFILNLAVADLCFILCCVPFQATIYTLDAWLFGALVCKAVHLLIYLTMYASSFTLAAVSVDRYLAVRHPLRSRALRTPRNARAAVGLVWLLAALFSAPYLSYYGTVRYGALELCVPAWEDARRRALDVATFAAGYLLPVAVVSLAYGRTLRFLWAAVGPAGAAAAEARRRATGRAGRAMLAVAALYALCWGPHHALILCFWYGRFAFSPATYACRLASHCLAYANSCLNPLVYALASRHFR
MEKK2 mut-MEK5: signal of MEK5 binding to mutant human MEKK2 PB1 domain. bead flow cytometry, Alexa488-MEK5 binding to MEKK2 mutant. percent response, % at 10 µM. 290,000 tested, 0.35% active; in the data active = percent response above about 24%, passing the limit was not always enough; note: inactives centre near 1; some results filed as inactive read as strong as hits
MEKK3 PB1 HTS: MEKK3-MEK5 PB1 interaction, increase or decrease | bead-based flow cytometry, Alexa488-MEK5 binding to MEKK3; actives lie on both sides; 0 = blocked by unlabeled MEK5, 100 = vehicle | binding response (% of control), % at 10 µM | 290,000 tested, 1.4% active | Q99759;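 active = binding response more than 3 SD above or below the average of its plate-row segment, actives on both sides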;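 note: Alexa488 bead fluorescence after subtracting the streptavidin-only scavenger bead signal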
Target sequence (Q99759 whole entry, looked up): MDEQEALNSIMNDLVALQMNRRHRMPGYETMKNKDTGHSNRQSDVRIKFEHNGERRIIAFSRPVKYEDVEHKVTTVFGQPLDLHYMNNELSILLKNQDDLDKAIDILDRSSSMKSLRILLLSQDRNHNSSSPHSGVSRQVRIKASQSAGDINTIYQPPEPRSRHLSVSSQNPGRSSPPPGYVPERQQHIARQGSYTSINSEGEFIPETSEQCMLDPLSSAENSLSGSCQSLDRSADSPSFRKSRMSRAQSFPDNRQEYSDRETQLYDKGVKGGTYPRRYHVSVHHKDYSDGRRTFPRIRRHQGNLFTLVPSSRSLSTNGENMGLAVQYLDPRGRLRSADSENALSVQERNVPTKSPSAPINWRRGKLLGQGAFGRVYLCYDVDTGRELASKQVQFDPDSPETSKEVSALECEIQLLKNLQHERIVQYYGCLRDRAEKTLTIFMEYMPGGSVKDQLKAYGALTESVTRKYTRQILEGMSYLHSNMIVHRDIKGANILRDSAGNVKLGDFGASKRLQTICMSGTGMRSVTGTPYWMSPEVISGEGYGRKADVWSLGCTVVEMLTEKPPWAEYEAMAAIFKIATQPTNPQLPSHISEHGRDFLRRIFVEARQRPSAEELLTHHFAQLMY
CRFR2-BP antag: blocks CRF-induced signaling of the CRF-BP/CRF-R2 complex. HEK293 CRF-R2/CRF-BP, CRF-induced calcium fluorescence. inhibition, % at 11.8 µM. 350,000 tested, 0.59% active. AID 588475;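 active = inhibition of the ligand-induced calcium signal above about 50% at the single tested concentration, limit read from the data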
MEKK2wt PB1 HTS: raises or lowers MEK5 binding to wildtype human MEKK2 PB1 domain | binding response (% of control), % at 10 µM | bead flow cytometry, Alexa488-MEK5 binding to MEKK2 WT; actives lie on both sides | Q9Y2U5 | AID 1531 | 290,000 tested, 1.1% active; in the data active = binding response below about 67% or above about 130%
NS3 helicase inh: HCV NS3 helicase inhibition; NS3 helicase DNA unwinding, Cy5 molecular beacon fluorescence; inhibition, % at 10.9 µM; 290,000 tested, 0.56% active;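 active = inhibition above the mean of all tested compounds plus 3 SD, set per campaign, cut at about 35% in these data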;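 note: 0% = DMSO wells and 100% = thioflavine S control wells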
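System: NS3 helicase fragment of HCV / Schedule: 1 h at 25 °C / Control set: DMSO alone as 0% and 110 µM thioflavine S as 100% / Reagent: Cy5/quencher beacon DNA duplex and ATP to start / Technique: Cy5 fluorescence / Replication: singlicate / Evaluation: % inhibition of end-to-start signal ratio versus controls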
An asterisk follows results filed as active; . = no result given. Only part of the results is shown; rates above refer to the full screens.

SMILES	FID counter	UBC9 SUMO inh	CRFBP-R2 agonist	GalR3 antagonist	MEKK2 mut-MEK5	MEKK3 PB1 HTS	CRFR2-BP antag	MEKK2wt PB1 HTS	NS3 helicase inh
CCCS(=O)(=O)N1CCN(Cc2ccccc2OCC)CC1	4.3	13.2	0.8	-2.4	1.0	97.0	5.0	102.0	-0.3
C=C1CCC[C@]2(C)C[C@H]3OC(=O)C(CNCCN(CC)CC)[C@H]3CC12 (stereo partly specified)	19.8	2.3	-0.7	-11.9	5.0	104.0	-7.5	113.0	-26.3
CC(C)(C)c1cc(C2=CSC3=NCCN23)cc(C(C)(C)C)c1O	9.0	5.2	-0.6	.	5.0	105.0	-12.7	122.0	-37.0
CC(=O)c1cc(CC=C(C)C)c(O)c(CC=C(C)C)c1O	-0.7	-18.4	0.0	-0.3	.	.	-7.6	.	5.3
COc1cc(C(=O)N[C@H](C(=O)NC(C)C23CC4CC(CC(C4)C2)C3)C(C)C)cc(OC)c1OC (stereo partly specified)	-9.8	-14.4	-0.8	2.4	5.0	105.0	-7.3	106.0	8.0
COc1cc(OC)c(C2=NOC(C(=O)Nc3c(C)n(C)n(-c4ccccc4)c3=O)C2)cc1Cl (stereo unspecified)	-1.5	3.1	-1.3	-4.8	1.0	102.0	10.1	95.0	-2.1
COc1ccccc1-n1c(SCC(=O)Nc2cccc(C(=O)O)c2)nnc1-c1ccccc1C	-32.9	7.8	-0.5	-1.6	5.0	109.0	-3.0	108.0	12.9
Nc1nc(NCCc2ccccc2)nc(NCc2ccccc2)c1[N+](=O)[O-]	-11.1	-12.8	1.2	-8.0	6.0	100.0	-67.5	98.0	-70.2
Cc1[nH]c2ccccc2c1C(=O)CN1C(=O)C(=O)N(C2CCCC2)C1=O	0.1	-11.7	-1.1	-0.3	8.0	102.0	6.0	101.0	-24.0
O=C(Nc1ccccc1)NC1CCN(CCCN2C(=O)c3ccccc3C2=O)CC1	6.0	20.2	-0.3	-4.2	2.0	100.0	-4.7	107.0	-4.0
Cc1sc2nc(SCc3ccc(C(=O)O)cc3)n(Cc3ccco3)c(=O)c2c1C	-23.8	26.5	-4.1	-7.1	-2.0	95.0	20.8	95.0	20.6
CC(=O)Oc1cccc(C(=O)Nc2c[nH]c(=O)[nH]c2=O)c1	1.1	19.8	-1.4	-3.4	-5.0	91.0	-4.5	90.0	0.1
COc1ccc(N(C)S(=O)(=O)c2cccc(C(=O)NCC3CCCCC3)c2)cc1	-26.3	-10.7	-3.0	-4.2	-2.0	97.0	32.6	98.0	7.1
O=C(NCCc1ccccc1)c1c[nH]c2c(F)cccc2c1=O	-15.1	1.4	-3.6	-9.1	4.0	107.0	-15.2	105.0	2.5
CC(=O)Nc1ccccc1NC(=O)C(F)(F)F	-1.9	11.2	-0.1	-7.3	0.0	102.0	26.4	100.0	0.5
CC(C)(C)SCCNC(=O)Nc1ccccc1	-0.2	4.5	-2.6	-5.1	-1.0	102.0	-2.9	102.0	14.4
O=C(c1ccncc1)N1CCN(S(=O)(=O)c2ccc3ccccc3c2)CC1	-18.1	4.2	-2.1	-9.0	12.0	111.0	11.0	123.0	-5.5
CCOC(=O)c1c(C)n(C)c2c(C)cc(O)c(OC(=O)CC)c12	-2.6	-7.5	3.6	2.1	3.0	97.0	-1.0	95.0	1.5
COc1cc(OC)c2c(-c3ccccc3)cc(=O)oc2c1C(CCN1CCN(c2ccccc2)CC1)c1ccc(N(C)C)cc1 (stereo unspecified)	.	-5.2	1.6	0.5	6.0	99.0	4.0	113.0	.
Cc1ccc(-n2c(CCc3nc4ccccc4[nH]3)n[nH]c2=S)cc1	-12.0	2.0	-1.9	3.8	-12.0	97.0	-11.7	88.0	1.8
CC(=O)Nc1ccc(S(=O)(=O)Nc2cccc(C(=O)NC(C)(C)C)c2)cc1	-1.5	-12.2	2.8	-3.0	3.0	101.0	-15.6	100.0	-3.4
COc1ccc(N2CCN(C(=O)Cc3ccc(S(=O)(=O)N4CCOCC4)s3)CC2)cc1	-17.5	20.6	1.3	-3.1	-3.0	90.0	-2.5	85.0	3.7
O=C(Nc1ccccc1)N1N=C(c2ccc(F)cc2)CC1c1ccc(F)cc1 (stereo unspecified)	-3.9	-14.2	-1.5	-4.0	-1.0	105.0	-3.6	98.0	-2.5
CN(CC1CCCN(CCc2ccc(Cl)cc2)C1)C(=O)CC(F)(F)F (stereo unspecified)	1.1	-6.6	-0.2	-10.7	13.0	107.0	-11.8	113.0	-1.7

Another view of some results above.
The line under a structure holds: FID counter | UBC9 SUMO inh | CRFBP-R2 agonist | GalR3 antagonist | MEKK2 mut-MEK5 | MEKK3 PB1 HTS | CRFR2-BP antag | MEKK2wt PB1 HTS | NS3 helicase inh
- O=C(NCCc1ccccc1)c1c[nH]c2c(F)cccc2c1=O
    -15.1 | 1.4 | -3.6 | -9.1 | 4.0 | 107.0 | -15.2 | 105.0 | 2.5
- CC(=O)Nc1ccccc1NC(=O)C(F)(F)F
    -1.9 | 11.2 | -0.1 | -7.3 | 0.0 | 102.0 | 26.4 | 100.0 | 0.5

Continuation.
SMILES	FID counter	UBC9 SUMO inh	CRFBP-R2 agonist	GalR3 antagonist	MEKK2 mut-MEK5	MEKK3 PB1 HTS	CRFR2-BP antag	MEKK2wt PB1 HTS	NS3 helicase inh
COC(=O)CCN(c1ccccc1)S(=O)(=O)c1ccc(OC)cc1	-12.5	13.9	0.0	-0.7	6.0	110.0	-15.4	110.0	-2.5
CCOC(=O)c1ccc(COC(=O)c2ccc3c(c2)-c2ccccc2C3=O)cc1	-0.4	-3.1	2.2	-4.4	-8.0	97.0	-8.1	91.0	4.9
Cc1ccc(NC(=O)C2CCCN(c3ncnc4c3nc3n4CCCCC3)C2)cc1Cl (stereo unspecified)	-26.9	-17.3	-0.9	2.3	7.0	100.0	-2.2	102.0	-6.7
CCCC(=O)Nc1cc(S(=O)(=O)N(CC)CC)ccc1Cl	-8.9	2.6	-0.4	-3.0	0.0	97.0	-10.5	101.0	21.8
O=C1CC(C(=O)N2CCCc3ccccc32)CN1c1ccc(Cl)cc1 (stereo unspecified)	-32.3	-0.5	-1.5	-4.3	-6.0	101.0	-6.4	94.0	11.3
Cc1ccccc1-c1nc(CSc2nc3c(c(=O)[nH]2)CCC3)c(C)o1	-11.2	7.2	-1.2	-1.3	-3.0	102.0	0.4	99.0	0.2
CCOC(=O)N1CCN(CC(O)COc2c(C)cccc2C)CC1 (stereo unspecified)	-4.3	15.5	5.6	-0.8	-2.0	102.0	5.7	99.0	-8.5
CC1(C)c2[nH]c3ccccc3c2C[C@@H]2C(=O)N(Cc3ccccc3)C(=O)N21	.	.	2.8	-5.7	1.0	109.0	-14.9	98.0	.
CCOC(=O)c1c(NC(=O)c2nn(C)cc2[N+](=O)[O-])sc(C)c1C	4.3	22.2	-0.7	1.5	-10.0	104.0	-4.2	98.0	12.3
O=C(O)/C=C\c1ccccc1Oc1cccc(Cl)c1	-16.2	-3.9	1.4	-4.0	-2.0	97.0	1.5	97.0	14.4
O=C(Oc1ccc2c(c1)OCC2=O)c1ccccc1	-3.8	17.4	-0.6	-0.8	0.0	99.0	-3.1	99.0	35.2
O=C(NN=C1CCCC1)c1cccs1	0.1	-13.3	-3.2	-0.7	-11.0	71.0	3.1	75.0	2.9

Single values from above:
Under CRFR2-BP antag, `O=C(NN=C1CCCC1)c1cccs1` shows 3.1
Under UBC9 SUMO inh, `CCCC(=O)Nc1cc(S(=O)(=O)N(CC)CC)ccc1Cl` shows 2.6
Under CRFBP-R2 agonist, `O=C1CC(C(=O)N2CCCc3ccccc32)CN1c1ccc(Cl)cc1` (stereo unspecified) shows -1.5
Under MEKK3 PB1 HTS, `COC(=O)CCN(c1ccccc1)S(=O)(=O)c1ccc(OC)cc1` shows 110.0

Additional records follow:
SMILES	FID counter	UBC9 SUMO inh	CRFBP-R2 agonist	GalR3 antagonist	MEKK2 mut-MEK5	MEKK3 PB1 HTS	CRFR2-BP antag	MEKK2wt PB1 HTS	NS3 helicase inh
O=c1c(-c2ccccc2)c(O)nc2ccccn12	1.5	20.7	0.7	-0.1	8.0	108.0	-3.5	110.0	-0.4
COc1ccccc1NC(=O)CN(Cc1ccco1)C(=O)c1ccc(-n2nc(C)cc2C)cc1	-36.8	34.5	-0.9	1.9	-2.0	101.0	1.0	97.0	-6.6
COc1ccc(C(=O)Nc2ccc(Cl)cc2C(=O)N2CCCC(C)C2)cc1OC (stereo unspecified)	-29.6	18.3	-0.7	0.8	2.0	120.0	-21.3	100.0	-4.6
COC(=O)Cc1ccc(NC(=S)N2CCN(c3ccc(F)cc3)CC2)cc1	1.7	-2.8	-1.3	-13.2	2.0	89.0	10.9	89.0	-42.4
O=[N+]([O-])C1=CC=C2C(=NC3(CCCCC3)N2O)C1=NC1CCCCC1	3.2	-3.9	-0.1	0.1	4.0	99.0	-31.1	94.0	-2.2
COCCNC(=O)COc1ccccc1Cl	0.5	12.2	-1.3	0.5	6.0	104.0	2.7	108.0	-2.7
COc1ccccc1/C=N/N(C(C)=O)c1nc(-c2ccc(F)cc2)cs1	-5.6	-3.9	2.1	-4.1	2.0	101.0	-20.8	99.0	-10.3
CC(c1ccccc1)n1cnc2ccccc2c1=O (stereo unspecified)	-5.2	7.1	1.6	-8.7	1.0	98.0	-9.9	97.0	-7.8
CC1(C)C(C=C(Cl)Cl)C1C(=O)N(Cc1cccc(Cl)c1)C1CCS(=O)(=O)C1 (stereo unspecified)	-25.6	-6.3	0.3	-3.9	-2.0	96.0	-7.0	102.0	-13.5
O=C1NC[C@H](c2ccccc2)N(CCc2cccc3ccccc23)C1=O	.	-15.5	-2.4	-4.8	2.0	106.0	0.3	105.0	.
O=[N+]([O-])c1ccccc1/C=N/N1CCN(c2ccncc2S(=O)(=O)N2CCCCC2)CC1	-11.4	2.8	-0.2	-2.9	3.0	102.0	-14.2	103.0	0.1
Cc1ccccc1NC(=S)NC12CN3CN(CN(C3)C1)C2	0.4	-1.8	-1.4	8.2	-25.0	94.0	3.4	96.0	19.8
CC[C@@]12C(=O)N(c3cccc(C)c3)C(=O)N1[C@H](c1ccc(Br)cc1)[C@@H]1C(=O)N(C(C)(C)C)C(=O)[C@@H]12	-37.3	-10.4	-0.8	-7.5	-1.0	102.0	-3.8	98.0	-43.7
COc1ccc(-c2[nH]n(-c3ccc([N+](=O)[O-])cc3)c(=O)c2C=NCCN2CCNCC2)cc1	-12.3	10.6	.	.	0.0	101.0	.	113.0	-12.9
N/C(=N\OC(=O)/C=C/c1ccccc1)c1cccnc1	-10.8	5.6	-1.5	-0.8	0.0	108.0	0.4	100.0	-10.8
Cc1ccccc1N1C(=O)C2C3C=CC(CC3)C2C1=O (stereo unspecified)	-1.4	12.5	5.3	-10.7	3.0	98.0	-8.6	101.0	-5.0
O=C(O)CC1(c2ccccc2)C(=O)c2ccccc2C1=O	-0.9	15.6	1.1	2.7	3.0	110.0	5.0	97.0	-1.1
O=C(CN1CCN(Cc2ccc(F)cc2)CC1)NCCc1ccccc1	-3.6	1.9	2.1	-7.3	3.0	106.0	6.1	108.0	1.7
COCCNC(=O)COc1ccc(Nc2ccccc2)cc1	-3.7	-42.0	-0.9	-2.2	-1.0	100.0	0.6	101.0	1.2
CCOC(=O)c1ccc(NC(=O)c2ccccc2C)cc1	-11.4	11.3	0.2	-8.8	-4.0	94.0	-38.8	96.0	-9.1
COCc1cc(C)nc(OCC(=O)N/N=C/c2cc(C)n(-c3c(C)cccc3C)c2C)c1C#N	-19.7	-11.2	-1.1	-6.9	2.0	106.0	-2.6	105.0	4.4
Cc1ccccc1Nc1c([N+](=O)[O-])cncc1[N+](=O)[O-]	2.3	-3.0	-2.8	-4.3	14.0	102.0	12.5	104.0	13.9

Compound activity as filed in PubChem.
